# Bioassay records: PubChem, several laboratories
# UTI89 phage lysis: inhibition of K1F phage lysis, E. coli UTI89, bacterial capsule biogenesis inhibitors, alamar blue (AID 488966); 340,000 compounds, 0.02% hits; E. coli UTI89 K1F phage lysis, alamar blue, 2 h; higher % means a stronger effect; inhibition, % at 100 µM; hits with a dose series show IC50 in µM;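 active means phage lysis inhibition, versus mean bacterial control, above a set limit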;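 further: capsule biogenesis inhibitors block K1F phage lysis so surviving cells raise fluorescence; higher fluorescence means more inhibition of phage lysis; actives were called in the ten point dose series up to 300 µM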
# Dynein cargo inh: dynein cargo transport inhibition; 3617.4 mouse cells, GR-EGFP nuclear translocation imaging; test concentration mostly 20 µM; stimulated with dexamethasone, 1 µM; active compounds read low; z-score, hits read low; 220,000 compounds, 0.47% hits;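 active means plate z-score of nuclear minus cytoplasmic receptor signal below a set negative limit, without overly bright fluorescence or cell loss, cut at about -3.5 in these data, passing the limit was not always enough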;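 further: z-score of nuclear minus cytoplasmic ring GR-EGFP intensity difference per well; some compounds called inactive have numbers as strong as hits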
#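 medium = tetracycline-free induction medium containing charcoal-stripped FBS | probe or stimulus = dexamethasone, 1.0 µM final | timing = 48 h induction, then 1 h compound, then 30 min agonist, 37 °C | detection = automated 10x imaging of fixed Hoechst-stained cells | read-out basis = nuclear versus cytoplasmic GR-EGFP signal, averaged per well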
# MT stabilize HCS: stabilizes microtubules in HeLa cells | HeLa tubulin immunostaining HCS, 24 h; share of cells brighter than vehicle mean+2SD | % tubulin-high responders, % at 10 µM | 200,000 compounds, 0.83% hits | AID 2205;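 active means plate Z-score above 3 for both tubulin-high and condensed-nucleus cell shares, with cell loss under 80%, at 10 µM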;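 further: anti alpha tubulin signal scored within the nucleus-defined area of each cell; some results filed as inactive read as strong as hits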
# Autophagy HCS: modulators of autophagy | 190,000 compounds, 0.98% hits | MEF GFP-LC3 puncta imaging; test concentration mostly 10 µM | calls only at 10 µM (by protocol);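 active means percentage of spot-positive cells more than 3 SD above its plate mean, without a fluorescence outlier flag or 80% toxicity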;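 further: spot-positive cell cutoff set from DMSO-treated cells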
# P. falciparum M1AAP: P. falciparum M1AAP inhibitors, biochemical, fluorogenic H-Leu-NHMec substrate, 1536-well (AID 1445); recombinant M1AAP, H-Leu-NHMec fluorogenic kinetic assay; higher % means a stronger effect; inhibition, % at 30 µM; hits with a dose series show IC50 in µM; 220,000 compounds, 0.42% hits;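 active means primary inhibition above the hit cutoff, then over 50% inhibition at one or more dose response concentrations, cut at about 23% in these data, passing the limit was not always enough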;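 further: plate controls were DMSO full reaction for no effect and no enzyme background for full effect; strong numbers were not always called active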
# CSM14.1 death rescue: protection against thapsigargin-triggered cell killing – 384-well, CSM14.1, ATP luminescence, primary screen (AID 1222); CSM14.1 thapsigargin-induced death rescue, ATP luminescence; higher % means a stronger effect; one-dose cellular ATP content (survival), % at 20 µM; EC50 in µM for titrated hits; 190,000 tested, under 10 active;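 active means EC50 below 50 µM in the dose-response confirmation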;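 further: death triggered by thapsigargin at about 15 µM added after 2 h compound pretreatment; cell ATP read after overnight thapsigargin exposure of roughly 18 to 22 hours; normalized against plate controls of thapsigargin alone and 5% DMSO vehicle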
# Insulin prom up: MIN6 insulin promoter up-regulation | z-score at 5 µM | 190,000 compounds, 0.3% hits | MIN6 insulin promoter-GFP reporter, high-content imaging; active compounds read high;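 active means z-score above 3 at 5 µM with at least 500 cells counted in the well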
# P. falciparum M17LAP: P. falciparum M17LAP inhibitors, primary screen, biochemical, fluorogenic H-Leu-NHMec substrate, 1536-well (AID 1619). recombinant M17LAP, H-Leu-NHMec fluorogenic kinetic assay; higher % means a stronger effect. one-dose inhibition, % at 30 µM; IC50 in µM for titrated hits. 220,000 compounds, 0.38% hits;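 active means compound inhibiting the enzyme by more than half at any dose during confirmatory dose-response retesting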;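 further: plate controls were full reaction with DMSO carrier for no effect and no enzyme background for full effect; strong numbers were not always called active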
# b-catenin transl: modulators of beta-catenin nuclear translocation. HeLa beta-catenin nuclear translocation, immunofluorescence imaging. nuclear translocation activity, % at 5 µM. 190,000 compounds, 0.3% hits. AID 1665;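 active means nuclear translocation activity above 50% at 5 µM, with a well cell count of 50 or more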;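 further: per-cell ratio of nuclear to cytoplasmic median beta-catenin stain intensity; plate controls were DMSO negative control for no effect and GSK-3 inhibitor IX positive control for full effect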
#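 Test system: human HeLa cell line; Doses: 5 µM primary, 0.02–20 µM confirmation; Incubation: 24 h compound exposure, 37°C; Detection: beta-catenin immunofluorescence imaging with DAPI; Read-out: beta-catenin nuclear/cytoplasmic ratio, % activation.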
# Dynein cargo inh cytoplasmic EGFP: further read-out of Dynein cargo inh, marked with its call; z-score; measured here: cytoplasmic GR-EGFP intensity; active compounds read high
# Dynein cargo inh nuclear GR-EGFP: further read-out of Dynein cargo inh, marked with its call; z-score; measured here: nuclear GR-EGFP intensity;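 lower value marks the stronger effect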
# Dynein cargo inh cell count: also measured in Dynein cargo inh; calls as there; z-score; measured here: cell count per field
# Insulin prom up cell count: also measured in Insulin prom up; calls as there; cell count; measured here: cytotoxicity, nuclei count;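 total cells summed across four imaged fields per well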
# b-catenin transl cell count 5 µM: recorded beside b-catenin transl, whose call it bears; cell count; measured here: cell count, cytotoxicity flag
# MT stabilize HCS Hoechst-high %: second read-out of MT stabilize HCS, no call of its own (marks repeat the call); % Hoechst-high responders; measured here: nuclear condensation Hoechst responders;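 share of cells brighter than vehicle mean plus two SD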
# MT stabilize HCS cytotoxicity %: second read-out of MT stabilize HCS, no call of its own (marks repeat the call); toxicity, %; measured here: cytotoxicity by cell density;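 0% = mean cell density of plate MIN control wells and 100% = no cells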
# Autophagy HCS cell loss 18 h: recorded beside Autophagy HCS, whose call it bears; toxicity, %; measured here: cell loss, nuclei count;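 cell loss after 18 h compound exposure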
# The depositor's hits bear a star; i = inactive; x = no result given; [ ] = another dose, or the depositor's remark. Rows were taken by chance; any-hit rate near 2.9%.
SMILES,UTI89 phage lysis,Dynein cargo inh,Dynein cargo inh cytoplasmic EGFP,Dynein cargo inh nuclear GR-EGFP,Dynein cargo inh cell count,MT stabilize HCS,MT stabilize HCS Hoechst-high %,MT stabilize HCS cytotoxicity %,Autophagy HCS,Autophagy HCS cell loss 18 h,P. falciparum M1AAP,CSM14.1 death rescue,Insulin prom up,Insulin prom up cell count,P. falciparum M17LAP,b-catenin transl,b-catenin transl cell count 5 µM
NS(=O)(=O)c1ccc(NC(=O)COC(=O)c2cc3ccccc3cc2O)cc1,0.3%,-0.55,-0.25,-0.4,0.7,x,x,x,x,x,2%,x,-0.72,1097,1%,0.7,1302
Cc1cc(C)c(C#N)c(Oc2ccc(O)cc2)n1,-0.1%,1.9,0.023,1.4,-1.2,3.4,2.4,12,i,-17,0%,x,1.1,1919,15%,-2.1,1066
NC(=O)C1CCN(S(=O)(=O)c2cccc(C(=O)O)c2)CC1,-1.6%,-0.31,-0.23,0.43,0.5,1.4,1.5,5.3,i,-9,4%,5.2%,0.26,902,-1%,-2.1,1186
Cc1c(-n2c(SCC(C)C)nc3ccccc3c2=O)c(=O)n(-c2ccccc2)n1C,-0.1%,-1.3,-0.32,-0.037,0.21,2.8,1.6,5.2,i,-2,4%,0.5%,-0.86,1408,5%,0.4,1508
COc1ccc(OC)c(S(=O)(=O)N2CCN(c3ccccn3)CC2)c1,-0.6%,2.1,-0.23,-0.35,-0.17,2.3,2.0,9.4,i,-2,6%,-1.1%,0.63,1394,1%,-2.1,1238
Cc1ccc(S(=O)(=O)N(C)c2ccccc2C(=O)NC2CCCC2)cc1,0.6%,0.47,-0.2,0.33,0.24,3.1,1.4,1.2,i,1,3%,0.9%,-0.04,1334,8%,-1.4,1043
Cc1ccccc1Nc1nc(N)nc(CN(C)Cc2ccccc2Cl)n1,0.3%,-0.16,-0.3,-0.27,-0.1,5.3,3.7,2.8,i,5,1%,-1.8%,-2.2,1260,-10%,0.4,916
CC(c1ccc(F)cc1)n1cc(C(=O)NCc2ccccn2)nn1 (stereo unspecified),0.3%,0.14,-0.24,-0.18,1.1,2.4,0.9,5.9,i,19,-3%,-0.4%,x,x,-14%,-5.4,1006
C=CCn1c(C)cc(/C([O-])=C(/C(=S)Nc2ccc(OC(F)F)cc2)[n+]2ccc(N(C)C)cc2)c1C,-1.6%,0.7,-0.19,0.61,-0.21,3.5,1.9,7.0,i,31,7%,4.9%,-0.43,1508,8%,-0.4,1077
CC(C(=O)N1CCCCC1)n1ncn2cccc2c1=O (stereo unspecified),0.1%,-0.67,-0.14,-0.071,0.7,3.8,2.7,7.5,i,-2,-6%,-0.2%,x,x,-1%,-1.0,1108
O=C1CC(c2ccccc2)CC(=O)C1Sc1ccc(Cl)cc1 (stereo unspecified),-0.3%,0.72,0.35,0.14,0.56,2.8,1.8,4.8,i,7,5%,-1.0%,0.16,1302,48%,-0.9,554
c1ccc(-c2nccc(-c3ccco3)n2)nc1,0.5%,1.2,-0.37,1.3,-0.42,2.3,2.9,9.1,i,17,8%,-0.8%,-0.9,1569,21%,-4.7,1093
O=C(NNS(=O)(=O)c1ccc(Br)cc1)C1CCCCC1,-1.5%,1.6,-0.18,0.98,-2.2,3.3,3.3,3.6,i,-8,1%,-2.0%,-0.85,1294,-1%,-1.0,1062
O=C(COc1ccccc1C(=O)N/N=C\c1ccc(O)c(O)c1)N/N=C/c1ccc(O)c(O)c1,2.2%,-0.82,-0.22,0.18,0.48,4.8,2.3,2.7,i,-17,0%,-1.4%,-0.22,1636,10%,0.4,1345
CCOC(=O)c1c(NC(=O)CNC2CCCc3ccccc32)sc(C(N)=O)c1C (stereo unspecified),1.3%,0.86,-0.26,0.73,-0.5,5.6,3.0,10,i,-10,3%,1.1%,-1.1,1189,-9%,-3.8,1060
Cc1cc(C)n2nc(C(=O)NC(C)(C)C)nc2n1,0.9%,0.84,0.024,0.49,-0.79,3.1,1.3,1.4,i,29,4%,-0.8%,-0.08,1515,3%,1.0,1318
CC1=C(C#N)C(NC(=O)c2ccccc2Cl)(C(F)(F)F)C(=O)N1 (stereo unspecified),1.0%[50 µM],0.065,-0.25,0.32,0.19,5.0,2.4,7.7,i,6,1%,-0.7%,0.09,1417,-5%,0.1,1139
CCCC1CCC(C(=O)Nn2cnc3ccccc3c2=O)CC1 (stereo unspecified),0.0%,0.62,-0.27,0.15,0.7,3.2,2.5,5.1,i,-6,-6%,x,0.77,1264,0%,-1.0,1019
CC(C)(C)Nc1nc(N)nc(Cl)n1,-1.4%,0.82,-0.36,0.67,1.7,3.1,1.5,0.8,i,-12,-10%,-1.0%,0.34,1530,0%,0.3,964
COc1cccc(C(=O)C2CCCN(Cc3cn[nH]c3C3CCCCC3)C2)c1 (stereo unspecified),x,-0.66,-0.28,-0.19,0.22,1.2,2.2,1.7,i,8,-4%,-2.4%,1.6,1368,-2%,-0.2,1168
COc1cccc(CN2CCN(C(=O)c3ccc(-c4ccccc4)cc3)CC2)c1OC,0.2%,-0.49,-0.059,-0.1,0.54,1.1,1.3,4.7,i,9,-1%,7.3%,0.12,1197,3%,0.0,1502
CCOC(=O)c1cc(-c2ccccc2)sc1NC(=O)CC(C)C,-0.1%,-0.1,-0.19,-0.12,-0.079,2.2,2.1,2.4,i,8,-9%,-0.7%,0.84,1373,-8%,-0.1,1351
COc1cccc(C(=O)Nc2c(C)n[nH]c2C)c1,0.0%,-0.072,-0.25,-0.09,-0.74,6.1,4.3,10.0,i,-1,0%,-0.3%,0.87,1270,2%,-2.7,1083
O=C(CCC1CCCCC1)Nc1ncn[nH]1,0.6%,-0.47,-0.26,0.087,0.22,11,16,97,i,5,0%,-0.9%,-0.01,1976,13%,0.9,1043
CCOC(=O)c1c(N/N=C/c2ccncc2)n[nH]c1C,0.3%,0.3,0.58,0.33,-0.98,2.9,3.4,11,i,-7,1%,-2.8%,-0.12,1257,26%,x,x
OCCSc1c(F)c(SCCO)c(SCCO)c(F)c1SCCO,-0.2%,-0.74,-0.14,-0.39,-0.3,2.4,2.4,4.0,i,-6,-3%,-2.1%,x,x,14%,x,x
COC(=O)c1cc2c(s1)-c1ccccc1OC2,0.4%,-1.6,-0.2,-0.95,0.8,4.0,2.1,7.1,i,-16,34%,-0.8%,-1.6,963,-121%,0.1,1215
N#Cc1nc(COc2ccc(F)cc2)oc1N1CCC(Cc2ccccc2)CC1,2.9%,-0.38,-0.26,-0.25,0.2,2.9,2.6,6.6,i,-6,6%,-2.2%,1.3,1850,-6%,1.2,910
Cc1ccc(/C=N\NC(=O)c2cncc(Br)c2)o1,0.0%,-0.085,-0.31,-0.26,0.25,3.3,2.8,0.8,i,-20,10%,1.5%,0.49,1320,69%,x,x
CCC(=O)Nc1cc2nn(-c3ccccc3)nc2cc1Cl,-1.4%,-0.015,-0.24,0.21,0.52,3.5,6.0,3.8,i,10,-7%,-2.6%,x,x,0%,-0.2,1041
O=S1(=O)CCN2C=C(Br)C=C(Br)C2=N1,-1.5%,-0.064,-0.13,-0.13,-0.19,1.7,1.6,4.9,i,-50,14%,-0.1%,0.12,1187,-10%,-0.1,739
CCCCN(CCCC)CCCNC(=O)C12CN(Cc3ccccc3)CC1C(c1cccc([N+](=O)[O-])c1)=NO2 (stereo unspecified),3.9%,-1.1,-0.16,-0.11,0.027,1.8,1.6,3.0,i,22,3%,-1.0%,x,x,3%,-2.1,993
Cc1ccc(N=C2S/C(=C\c3cn(CC(=O)O)c4ccccc34)C(=O)N2C)cc1,-3.8%,-0.49,-0.16,-0.34,0.13,1.1,2.2,6.7,i,1,18%,-4.9%,-0.14,1411,11µM*,x,x
COC(=O)/C=C/C(=O)Nc1cccnc1,-0.4%,-1,-0.19,0.064,0.3,2.9,1.6,3.8,i,10,2%,-1.7%,0.72,1562,-5%,1.1,1421
Cc1ccccc1-c1nc(S(=O)(=O)c2ccc(Br)cc2)c(NCc2cccnc2)o1,i,-0.027,-0.27,0.26,1.2,2.3,2.1,12,i,6,8%,0.7%,0.51,983,8%,-2.7,1090
CCN(CC)S(=O)(=O)c1ccc(C)c(NC(=S)N2CCN(C/C=C/c3ccccc3)CC2)c1,-0.3%,-0.64,-0.25,-0.23,0.52,1.6,2.7,4.9,i,6,6%,2.1%,-0.35,748,-10%,-5.3,1122
Cc1ccc(CNC(=O)c2ccc3c(=O)n(CC4CCCO4)c(=S)[nH]c3c2)cc1 (stereo unspecified),0.4%,0.34,-0.066,0.49,-0.041,3.9,2.2,7.2,i,38,-4%,-2.5%,-0.62,1781,-1%,-2.3,1090
Cc1ccc(-c2c3c(=O)n(C)c(=O)n(C)c3cn2-n2cnnc2)cc1,0.3%,-1.8,0.11,-0.9,0.85,2.9,1.5,2.5,i,-7,11%,-1.4%,0.13,1519,12%,0.5,1400
